Source: PubChem (Sanford-Burnham Center for Chemical Genomics)
CCR6 antagonist: CCR6 (human) receptor antagonism. CHO-K1 CCR6 PathHunter beta-arrestin, luminescence, CCL20-stimulated. inhibition, % at 20 µM. 0.49% of 340,000 active. AID 493098;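 active means compounds whose inhibition of the agonist-driven luminescence signal at 20 µM reaches about 50%, limit read from the data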;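 further: cells stimulated with CCL20 at 14 nM final; plate controls were DMSO with CCL20 for no effect and DMSO without agonist for full effect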
Target sequence (P51684 whole entry, looked up): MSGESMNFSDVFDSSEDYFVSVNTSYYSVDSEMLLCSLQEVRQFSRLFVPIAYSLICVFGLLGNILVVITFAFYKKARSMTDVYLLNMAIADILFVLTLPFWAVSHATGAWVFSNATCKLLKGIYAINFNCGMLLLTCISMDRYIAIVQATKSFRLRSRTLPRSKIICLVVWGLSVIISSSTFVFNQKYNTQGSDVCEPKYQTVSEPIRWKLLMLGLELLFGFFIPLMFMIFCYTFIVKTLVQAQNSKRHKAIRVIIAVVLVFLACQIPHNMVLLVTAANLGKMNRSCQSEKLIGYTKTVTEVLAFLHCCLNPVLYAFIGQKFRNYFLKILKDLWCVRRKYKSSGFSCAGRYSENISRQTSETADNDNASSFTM
EBI2 antag: blocks human EBI2 receptor beta-arrestin signaling. P32249. EBI2 beta-arrestin recruitment, luminescence, 7a,25-OHC stimulated. inhibition, % at 5 µM. 0.81% of 360,000 active. AID 651636; in the data active means inhibition above about 38%;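 further: enzyme fragment complementation signal reports receptor beta-arrestin coupling in cells; 0% = agonist plus DMSO wells and 100% = wells without agonist; some results beyond the cut were filed as inactive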
Mdm2-MdmX inh: human Mdm2/MdmX binding inhibition. inhibition, % at 8 µM. AID 485346. 3% of 330,000 active. SaOS-2 split-luciferase Mdm2/MdmX complementation, luminescence. O15151+Q00987;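 active means inhibition of at least 50% at 8 µM in the primary screen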
tim23-1 inh: tim23-1 yeast growth inhibition. S. cerevisiae tim23-1 growth, BacTiter-Glo luminescence, 24 h. inhibition, % at 20 µM. 1.3% of 330,000 active. AID 463212;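 active means growth inhibition of the mutant yeast at or above 50%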;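 further: temperature-sensitive mutant grown at 25 °C; plate controls were DMSO-treated mutant yeast for no effect and medium wells lacking yeast for full effect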
UPR CHOP act: activators of apoptotic arm of unfolded protein response (CHOP) | CHO-CHOP luciferase reporter, UPR activation, luminescence; percent of tunicamycin response over DMSO baseline | activation, % at 10 µM | 0.34% of 330,000 active | AID 449763;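 active means at 10 µM dose, activation of 40% or more, normalized to positive control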;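 further: 100% = tunicamycin at 10 µg/mL and 0% = DMSO alone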
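Dosing – one dose, 10 µM in 0.5% DMSO · System – CHO-CHOP cells, stable luciferase reporter of PERK-eIF2a-CHOP signalling · Input – 500 cells/well · Control set – tunicamycin 10 µg/mL final as positive, DMSO-only wells as negative · Timing – 6 h compound treatment, 37 °C · Measure – % activation vs tunicamycin · Technique – luminescence read with Steady-Glo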
APJ agonist: agonists of human APJ apelin receptor; activation, % at 20 µM; P35414; AID 2520; 0.11% of 330,000 active; CHO-K1 APJ PathHunter beta-arrestin, luminescence; 0% DMSO wells, 100% apelin;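 active means activation more than six SD over the plate average, tested at 20 µM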;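 further: 0% = DMSO alone and 100% = apelin-13 at 10 nM; some results filed as inactive read as strong as hits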
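Test system – PathHunter CHO-K1 APJ (AGTRL-1) beta-arrestin reporter cells · Input – 1000 cells/well · Compound – single test compound dose, 20 µM final, 1% DMSO · Times – compound stimulation 90 min at 25 °C, detection 60 min · Technique – beta-gal luminescence · Read-out basis – APJ–arrestin association signal · Control set – negative DMSO alone, positive Apelin-13 at 10 nM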
CXCR6 block: inhibitors of human CXCR6 receptor | inhibition, % at 20 µM | 0.36% of 360,000 active | AID 602244 | O00574 | CHO-K1 PathHunter CXCR6 beta-arrestin, luminescence; in the data active means inhibition above about 34%, passing the limit was not always enough;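 further: antagonist mode with CXCL16 agonist at 10 nM final; 0% = 10 nM CXCL16 with DMSO and 100% = unstimulated wells without agonist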
Target sequence (O00574 whole entry, looked up): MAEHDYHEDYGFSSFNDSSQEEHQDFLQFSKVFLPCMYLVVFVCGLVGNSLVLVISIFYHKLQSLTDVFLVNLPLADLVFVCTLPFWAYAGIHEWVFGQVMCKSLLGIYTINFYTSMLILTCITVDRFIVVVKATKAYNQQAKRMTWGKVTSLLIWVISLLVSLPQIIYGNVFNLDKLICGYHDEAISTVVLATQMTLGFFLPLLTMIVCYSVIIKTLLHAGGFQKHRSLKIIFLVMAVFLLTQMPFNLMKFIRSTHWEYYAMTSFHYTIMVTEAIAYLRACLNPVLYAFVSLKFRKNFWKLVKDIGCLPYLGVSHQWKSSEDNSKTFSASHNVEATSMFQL
UPR XBP1 act: activators of adaptive arm of unfolded protein response (XBP1); 0.33% of 330,000 active; CHO-XBP1 luciferase reporter, IRE1-XBP1 UPR activation, luminescence; percent of tunicamycin response, DMSO as zero; AID 463104; activation, % at 20 µM;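 active means versus positive control, 20 µM dose yields 30% or more activation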;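 further: 100% = tunicamycin at 10 µg/mL and 0% = DMSO only wells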
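Assay system: CHO-XBP1 luciferase reporter cells; Schedule: 6 h treatment, 37 °C; Detection: glow luminescence from Steady-Glo reagent; Benchmarks: high control tunicamycin 10 µg/mL final, low control DMSO vehicle only.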
APJ antagonist: blocks the human apelin receptor APJ. 0.32% of 330,000 active. CHO-K1 APJ beta-arrestin complementation, luminescence. inhibition, % at 20 µM. AID 2521. P35414;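 active means inhibition above about 40% at 20 µM, limit read from the data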;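 further: cells challenged with 10 nM apelin-13 agonist together with compound; plate controls were apelin-13 plus DMSO wells for no effect and DMSO wells lacking apelin-13 for full effect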
* hit, by the source's call; / = no result given. An excerpt; the hit share may differ from the screen's.

SMILES	CCR6 antagonist	EBI2 antag	Mdm2-MdmX inh	tim23-1 inh	UPR CHOP act	APJ agonist	CXCR6 block	UPR XBP1 act	APJ antagonist
COCC(C)n1c(C)cc(C(=O)COC(=O)c2nc3nc(C)cc(C)n3n2)c1C (configuration not stated)	-12	7	11	13	-0.3	-1	-8	1	7
O=C(Cn1nnc2ccccc2c1=O)N1CCCc2ccccc21	13	-5	23	21	-1.2	-3	-2	1	15
O=C(Nc1ccc(C(=O)N2CCCc3ccccc32)cc1)c1cccs1	18	-5	6	52*	4.0	1	5	-2	9
COc1cc(/C=C/C(=O)Nc2cc(C(F)(F)F)ccc2Cl)cc(OC)c1OC	7	11	44	31	-0.6	-7	3	-1	-12
COc1cccc(NC(=O)c2ccc(NCCCN3CCC(C)CC3)c([N+](=O)[O-])c2)c1	25	-3	29	0	-0.7	-5	12	1	13
Cc1ccc(N2C(=O)NC3(CCCCC3)C2=O)cc1	-5	-1	-1	2	3.8	-1	-1	2	-2
C=CC[C@@H](Cc1ccc(F)cc1)C(=O)OC[C@H]1CCCN1C(=O)[C@@H](CC=C)CC(=O)N[C@@H](CO)Cc1ccccc1	-1	9	40	30	1.7	-4	0	-4	4
Cc1cccc(C(=O)Nc2nnc(-c3cccnc3)o2)c1	12	4	13	-9	-0.1	-3	-5	-2	7
CCOC(=O)Cn1c2ccc(OC)cc2c2nc3ccccc3nc21	12	7	70*	-11	-1.3	-1	-8	1	0
O=C(Cn1c2ccccc2c2nc3n(c(=O)c21)CCS3)Nc1ccccc1	12	1	19	1	1.0	0	-4	-4	13
O=C(CCNS(=O)(=O)c1ccccc1)OCc1nc2ccsc2c(=O)[nH]1	-1	8	-10	6	0.8	-6	1	1	12
Cc1ccc(CCNC(=O)CCS(=O)(=O)c2ccc(Br)cc2)cc1	6	3	-5	6	-2.2	-2	0	-2	13
CCC(Oc1ccccc1)C(=O)N(CC)CC(=O)NCc1ccc(F)cc1 (configuration not stated)	5	4	20	14	-0.7	-2	-3	-3	-37
O=S1(=O)CCN2C(c3cccc4ccccc34)=CSC2=N1	6	-6	12	7	-2.2	-2	12	-3	8
CC(=O)c1ccc(OC(C)C(=O)OCC(=O)NCCc2ccccc2)cc1 (configuration not stated)	0	2	-9	9	0.0	-3	5	0	-32
COCCCNCC#CCOc1ccc(OC)cc1	0	0	100*	2	-0.2	-2	-1	6	17
Cc1cccc(/C=N/N(CCO)C2=NS(=O)(=O)c3ccccc32)c1	20	3	0	13	-1.5	1	-7	-2	-35
CCOC(=O)N/N=C/c1cccnc1	1	-8	28	4	0.1	-3	-3	-3	11
COC(=O)c1cn(NC(=O)Cc2ccc(OC)c(OC)c2)c(=O)c2ccccc12	14	4	15	-6	0.2	-2	17	-3	13
COc1ccc([C@@H]2CC=C(C(=O)O)[C@H](c3cccc(Cl)c3)N2S(=O)(=O)c2ccc(C)cc2)cc1OC	-13	-4	0	18	0.0	5	-1	7	11
COc1ccc(Oc2nc(-c3ccccn3)nc3ccccc23)cc1	35	7	28	45	52*	-5	3	25	32
COc1ccc(C(=O)NCC(=O)OCC(=O)c2cc(OC)c(OC)c(OC)c2)cc1OC	9	-9	10	6	-1.2	0	2	-2	-4
CC(OC(=O)c1ccc2ncsc2c1)C(=O)N(C)C1CCCCC1 (configuration not stated)	8	5	9	29	-2.0	-5	-3	-3	-9
Cc1ccc(S(=O)(=O)Nc2cccc(C(=O)NCCN3CCOCC3)c2)cc1F	10	-13	-22	6	-1.3	-6	6	-3	12
COc1ccccc1C1C(C(=O)c2sc(C)nc2C)=C(O)C(=O)N1CCN1CCOCC1 (configuration not stated)	-20	-8	-10	23	-3.1	-1	3	-2	13
O=C1C=C(c2ccccc2)OC2(CCCC2)O1	1	-4	22	17	0.2	-2	1	2	10
O=C(N/N=C/c1ccc2c(c1)OCO2)C1COc2ccccc2O1 (configuration not stated)	-4	8	-6	22	1.7	-4	-2	-1	-16
CC(C)c1cc(CNC(=O)CCc2nnc(CCCCc3ccccc3)o2)on1	14	-7	2	10	0.6	0	2	0	-12
CC1(c2nnc(-c3ccc(F)cc3)o2)CC(c2ccncc2)=NO1 (configuration not stated)	/	/	17	1	1.2	-1	/	0	18
O=[N+]([O-])c1ccc(Oc2ccc(-c3cnc4ccccc4n3)cc2[N+](=O)[O-])cc1	6	30	26	13	2.6	-1	-1	-2	-21
CC(C)c1ccc(NC(=O)Cn2c(=O)oc3ccccc32)cc1	10	-6	-33	21	0.5	1	-8	2	1
O=C(COc1ccccc1)NCC(=O)Nc1ccncc1	9	-7	-4	6	-0.9	-5	-2	5	11
CN(C(=O)COC(=O)c1ccccc1NC(=O)c1ccco1)C1CCS(=O)(=O)C1 (configuration not stated)	-11	6	29	3	0.4	-2	0	-3	1
Cc1ccc(OCc2cc(C(=O)NCC3COCCO3)no2)cc1C (configuration not stated)	12	-8	4	-1	0.5	0	-2	-5	8
c1coc(Cn2c(SCc3nc4ccccc4[nH]3)nnc2-c2cccs2)c1	-6	0	8	24	1.0	8	-2	-2	13
COC(=O)c1cnc(Oc2ccc(NC(=O)NC(=O)c3c(OC)cccc3OC)cc2)cc1C(F)(F)F	0	-17	76*	10	2.2	-5	-4	21	0
CC(C)(C)CC(=O)Nc1nnc(CCc2ccccc2)s1	-2	-11	-42	-8	11	-1	-7	-1	2
CN(C)C(=O)c1ccc(NC(=O)COC(=O)Cn2cc(C(F)(F)F)ccc2=O)cc1	-6	-3	-12	8	-0.5	-2	7	-2	21
COc1ccc(C)cc1NC(=O)C1CCCN(S(=O)(=O)c2cccs2)C1 (configuration not stated)	10	1	4	20	0.0	0	0	-4	-5
Cc1ccc(C)c(S(=O)(=O)Nc2ccccc2C(=O)Nc2ccc(S(=O)(=O)Nc3ncccn3)cc2)c1	2	2	19	17	-2.1	-2	0	-2	5
COc1cccc([C@H](O)Cn2cc(-c3ccc(CON=C(C)C)cc3)nn2)c1	/	/	23	17	4.7	-1	/	-2	-2
COC(=O)c1ccccc1NCc1cc(=O)oc2cc(O)c(O)cc12	3	5	36	10	0.2	-1	0	-3	-6
O=C(O)CCn1c(-c2ccccc2)cc2ccccc21	-10	-2	-5	4	-1.1	-3	-4	-2	15
Cc1ccc(C)c(OC(C)C(=O)Nc2nccs2)c1 (configuration not stated)	7	0	22	22	-0.6	-8	2	-4	2
O=C(N/C(=C\c1cccs1)C(=O)N1CCOCC1)c1ccco1	3	4	16	17	-0.9	-4	0	-5	8
COc1ccccc1NC(=O)COc1ccc(/C=N/NC(=O)c2cccnc2)cc1	7	-1	1	9	-0.2	5	1	-2	-38
COc1cc2oc(=O)c(Br)c(C)c2c(OC)c1OC	-2	-7	5	27	-0.1	-1	-1	-4	-2
CC(C)Sc1cc(N2CCCC2)nc(-c2ccc(F)cc2)n1	25	3	22	12	0.8	-4	-14	-1	0
CCOC(=O)C1(Cc2ccc(OC)cc2)CCN(C(=O)CCc2cnccn2)CC1	-4	-6	-31	7	3.8	0	-4	0	7
O=C1CC(NS(=O)(=O)c2ccc([N+](=O)[O-])cc2)CN1c1ccc2c(c1)OCCO2 (configuration not stated)	-1	-20	14	1	-1.1	17	-14	-2	-85
COC(=O)C[C@H]1c2cc(F)cc(F)c2S(=O)(=O)N1C1CCN(Cc2ccccc2)CC1	-3	-9	1	3	-0.4	0	-4	0	-6
CCN(c1ccccc1)S(=O)(=O)c1ccc(Cl)c(NC(=O)COC(=O)c2ccc(O)cc2)c1	11	4	15	-5	-1.0	-2	9	-3	13
CCOC(=O)CNC(=O)CSc1ncnc2c1cnn2Cc1ccccc1	-8	2	-33	22	-2.0	6	-4	-2	-27
CCOC(=O)c1ccc(NC(=O)CCN2C(=O)C3CC=CCC3C2=O)cc1 (configuration not stated)	13	-5	-2	5	-0.4	-3	-4	-3	13
CC(=O)c1cnc(Nc2nc(C)c3cc(C)c(C)cc3n2)nc1C	-5	-6	32	-5	2.4	-5	0	-2	1
COc1ccc2[nH]c(=O)c(CN(C(=O)NC3CCCCC3)C3CCCCC3)cc2c1	17	4	10	-6	-0.5	-3	3	-1	13
COc1ccc(CCNC(=O)c2ccccc2Cl)cc1OC	-7	4	16	-7	-1.4	-4	12	-5	-5
O=C(COC(=O)Cn1cnc2ccccc2c1=O)NCc1ccccc1	6	-12	9	13	0.0	-2	-16	-2	7
CCCCn1c(N)c(N(Cc2ccccc2OC)C(=O)c2ccc([N+](=O)[O-])s2)c(=O)[nH]c1=O	-1	-19	17	23	1.3	19	-13	2	-108
CNC[C@H](NC[C@@H](NCCCc1ccccc1)c1ccccc1)[C@H](C)O	4	-2	40	-19	-1.4	0	-6	-2	1
